Screening results: PubChem, National Center for Advancing Translational Sciences (NCATS)
SMN2 splice up: enhancers of SMN2 splice variant expression; Potency, µM (series often up to 46.1 µM), inactives show at the top dose activity change, positive = activation, usual class: activators; HEK293 SMN2-luciferase splicing reporter, luminescence, 30-36 h; actives 2.8% (n = 210,000); further: % of control where 0% means no effect; nearly all actives have a fitted effect of over 55% in size
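HEK293 cells carry an SMN2 minigene-luciferase reporter in which exon 7 inclusion puts luciferase in frame. Cells were seeded at 2000 cells/well, attached for 10-12 hours, then exposed to compounds for 30-36 hours at 37C before ONE-Glo luminescence.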
ALDH1A1 inh: ALDH1A1 (human) enzyme inhibition; actives 7.3% (n = 220,000); AID 1030; Potency, µM (highest dose often 75.3 µM), for inactives: top-dose activity, negative = inhibition, actives largely listed as inhibitors; Purified ALDH1A1, NADH fluorescence, propionaldehyde substrate; P00352; active means well fitted inhibition curve with a large enough effect, not every such curve was filed as active; inconclusive means small, poorly fitted or top-dose-only effect, or another doubt; inactive means no such curve, though single readings can be large or run the other way;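 further: plate controls were no enzyme wells and a reference inhibitor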
Lamin A splicing: modulators of lamin A splicing; HeLa LMNA splicing GFP/RFP minigene ratio, 48 h; Potency, µM (highest dose often 46.1 µM), for inactives: at the highest dose ratio change, negative = inhibition, actives largely listed as inhibitors; actives 0.01% (n = 200,000); active means well fitted inhibition curve with a large enough effect in the signal ratio, with a control signal flat, not every such curve was filed as active; inconclusive means small, poorly fitted or top-dose-only effect, or effect the other way, or a change in a side signal; the % refers to the signal ratio; further: on the % scale 0 is the no-effect control and ±100 the full control effect
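Read-out is the ratio of GFP to DsRed2 object intensity, acquired by 488 nm laser-scanning cytometry on HeLa lamin A-EGFP minigene reporter cells. Compound incubation 48 hrs at 37 °C in Opti-MEM with 2% FBS; DMSO 0.5% final.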
TRb SRC2 PPI: TRbeta-SRC2 interaction inhibition; P10828; TRbeta-SRC2 peptide binding, fluorescence polarization; receptor liganded with 1 µM T3; Potency, µM (series often up to 106 µM), without a hit: at the highest dose activity change, negative = inhibition, most hits filed as inhibitors; actives 0.065% (n = 280,000); AID 1469;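 further: plate controls were bound peptide for no effect and peptide without receptor for full effect; nearly all actives have a fitted effect of over 50% in size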
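Read-out is fluorescence polarization (555 nm excitation, 632 nm emission) of a Texas Red SRC2 coactivator peptide; loss of signal reflects blocked binding to human TRb ligand-binding domain in the presence of 1 uM T3.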
TR SRC2 fluor cs: counter-screen for TRb-SRC2 inhibitors: fluorescence interference; AID 1479; Potency, µM (series often up to 106 µM), without a hit: at the top dose fluorescence change, negative = quenching; actives 0.29% (n = 280,000); TRb/SRC2 Texas Red total fluorescence interference; active means well fitted curve in either direction with a large enough effect; inconclusive means small, poorly fitted or top-dose-only effect; further: on the % scale 0 is the no-effect control and ±100 the full control effect
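Flags fluorescent or light-absorbing compounds by total fluorescence, S + 2P, at 555 nm excitation and 632 nm emission. Mixture: 20 nM Texas Red SRC2 peptide, 0.6 uM human TRb LBD, 1 uM T3, 5% DMSO; compound exposure 5 h at ambient temperature.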
RECQ1 helicase: inhibitors of human RECQ1 DNA helicase | P46063 | Potency, µM (series often up to 57.3 µM), without a hit: top-dose activity, negative = inhibition, hits mostly inhibitors | AID 2549 | actives 0.54% (n = 240,000) | RECQ1 DNA unwinding, red fluorescence kinetic read;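 further: plate controls were vehicle for no effect and no enzyme for full effect; nearly all actives have a fitted effect of over 30% in size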
Target sequence (P46063 whole entry, looked up): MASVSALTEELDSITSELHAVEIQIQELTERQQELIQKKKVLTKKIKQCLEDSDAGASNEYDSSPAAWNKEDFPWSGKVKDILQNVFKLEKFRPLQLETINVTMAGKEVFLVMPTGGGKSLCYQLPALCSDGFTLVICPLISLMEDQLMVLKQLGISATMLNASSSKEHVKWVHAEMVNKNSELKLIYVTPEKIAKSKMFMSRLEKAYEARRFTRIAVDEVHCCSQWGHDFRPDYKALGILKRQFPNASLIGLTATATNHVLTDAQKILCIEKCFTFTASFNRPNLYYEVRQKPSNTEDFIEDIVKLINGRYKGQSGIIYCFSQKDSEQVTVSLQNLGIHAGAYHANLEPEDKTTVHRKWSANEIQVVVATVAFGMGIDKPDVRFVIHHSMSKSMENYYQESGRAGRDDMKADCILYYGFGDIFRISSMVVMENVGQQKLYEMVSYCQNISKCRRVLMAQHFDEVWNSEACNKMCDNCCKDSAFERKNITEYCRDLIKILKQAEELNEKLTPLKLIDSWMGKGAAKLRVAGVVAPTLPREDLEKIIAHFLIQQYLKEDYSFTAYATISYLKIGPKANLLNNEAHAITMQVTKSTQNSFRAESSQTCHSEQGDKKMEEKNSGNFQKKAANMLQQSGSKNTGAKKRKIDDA
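RECQ1T1 50 nM; forked duplex (20 bp + 30-nt ss tails) 200 nM, ATP 2 mM final; pH 8.0, 2 mM MgCl2, 2.5 ug/ml poly(dI-dC); 15 min compound preincubation; discontinuous kinetic read over 2 h at RT.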
JMJD2E inh: inhibitors of human JMJD2E histone demethylase; B2RXH2; JMJD2E catalytic domain, FDH-coupled NADH fluorescence (FDH is formaldehyde dehydrogenase); Potency, µM (titrated, usually from 57.1 µM), for inactives: at the top dose activity change, negative = inhibition, usual class: inhibitors; actives 1.6% (n = 230,000); active means well fitted inhibition curve with a large enough effect, not every such curve was filed as active; inconclusive means small, poorly fitted or top-dose-only effect, or another doubt; inactive means no such curve, though single readings can be large or run the other way;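 further: 0% = wells with enzyme and -100% = buffer wells without enzyme; nearly all actives have a fitted effect of over 50% in size; many of its hits are not listed in these tables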
GoLoco inh red: inhibitors of human Gai1-RGS12 GoLoco interaction (red fluorophore); Potency, µM (top dose mostly 61.6 µM), without a hit: top-dose activity, negative = inhibition, hits mostly inhibitors; Gai1:RGS12 GoLoco peptide FP, rhodamine, 10 min; actives 0.44% (n = 230,000); P63096; active means well fitted inhibition curve with a large enough effect, not every such curve was filed as active; inactive means no such curve, though single readings can be large or run the other way; further: on the % scale 0 is the no-effect control and ±100 the full control effect; nearly all actives have a fitted effect of over 30% in size; many of its hits are not listed in these tables
Target sequence (P63096 whole entry, looked up): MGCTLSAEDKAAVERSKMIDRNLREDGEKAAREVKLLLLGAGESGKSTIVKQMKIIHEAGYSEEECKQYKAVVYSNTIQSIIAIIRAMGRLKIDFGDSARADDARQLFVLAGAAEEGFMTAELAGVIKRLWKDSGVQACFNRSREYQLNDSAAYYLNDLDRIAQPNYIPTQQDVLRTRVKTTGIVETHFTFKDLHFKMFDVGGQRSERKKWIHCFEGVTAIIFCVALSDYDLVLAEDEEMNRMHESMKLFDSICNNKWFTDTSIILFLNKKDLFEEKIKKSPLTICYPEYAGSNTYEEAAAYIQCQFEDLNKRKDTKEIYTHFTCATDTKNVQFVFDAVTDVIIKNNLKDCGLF
Active calls of the source: *; i = inactive; u = inconclusive; x = no result given; [ ] = dose if it differs, or a comment. Unless noted, the call rests on the fitted dose curve; in most records, active means well fitted curve in the direction sought with a large enough effect; inconclusive means small, poorly fitted or top-dose-only effect, or another doubt; inactive means no such curve, though single readings can be large; an effect the other way counts as inactive or inconclusive. Potency means the concentration at half of the fitted maximal effect. Only part of the results is shown, so the mix of outcomes need not match the whole.

No.	structure	SMN2 splice up	ALDH1A1 inh	Lamin A splicing	TRb SRC2 PPI	TR SRC2 fluor cs	RECQ1 helicase	JMJD2E inh	GoLoco inh red
1	O=C1C2CSCN2C(=O)CN1CCCN1CCN(C(c2ccccc2)c2ccccc2)CC1 (stereo not given)	8%	-10%	8%	5%	-5%	-13%	1%	7%
2	Cc1ccc(C(=O)/C=C/c2ccccc2)o1	-22%	-9%	u	6%	0%	-18%	-6%	1%
3	Cc1ccc(Cl)cc1N=C(N)N=C(N)N	-26%	17%	-7%[46 µM]	-10%	-2%	i	4%	0%
4	Cn1nnnc1SCc1nnc(-c2ccc(F)cc2)o1	u	4%	1%	-5%	0%	i	-1%	17%
5	CC1(C)Cc2c(c(N3CCOCC3)nc3sc(C(=O)N4CCCCC4)c(N)c23)CO1	5%	u	-9%	5%	-2%	8%	-3%	-19%
6	CNc1nc(-c2ccc(Cl)cc2)cs1	20%	-1%	u	-9%	-3%	i	2%	-19%
7	CC(C(=O)N1CCOCC1)c1ccc([N+](=O)[O-])cc1 (stereo not given)	-14%	-8%	-4%	-3%	-3%	-3%	-1%	15%
8	c1ccc(COc2cccc(CNCc3cccnc3)c2)cc1	-21%	9%	4%[46 µM]	-6%	2%	i	-11%	13%
9	CN(C)/C=C/C(=O)c1c(F)cccc1F	x	x	x	-3%	0%	1%	-6%	-12%
10	COc1cccc(NC(=O)Nc2ccc(C)c(Cl)c2)c1	13µM*	6%	-8%[46 µM]	1%	1%	i	5%	4%
11	COc1ccc(CCC(=O)Nc2cc(S(C)(=O)=O)ccc2Cl)cc1	17%	-5%	6%[46 µM]	-1%	2%	-6%	-10%	-5%
12	Cc1ccc(C(=O)NCc2ccc3c(c2)OCO3)cc1S(=O)(=O)N1CCOCC1	-14%	-12%	-7%	-3%	-9%	8%	-4%	2%
13	COc1ccc(-c2cc(C(F)(F)F)nc(SCC(=O)NCc3ccco3)n2)cc1OC	2%	1%	-16%	-27%	1%	-9%	-5%	-9%
14	COC(=O)c1[nH]c2c(c1C)C(=O)CC(c1cc(OC)ccc1OC)C2 (stereo not given)	-25%	4%	u	-11%	-1%	-2%	-3%	-4%
15	Cc1ccccc1CS(=O)(=O)Cc1ccc(C(=O)NCc2cccnc2)o1	-5%	-2%	14%[0.0737 µM]	-15%	1%	0%	5%	6%
16	CC1CCN(S(=O)(=O)c2ccc(C(=O)Nc3sccc3C(N)=O)cc2)CC1	-48%[inhibitor]	u	u	-4%	-1%	i	u	-6%
17	Clc1ccc(OCCCc2nc(-c3cccnc3)no2)c(Cl)c1	x	4%	u	6%	0%	i	-19%	x
18	CC(C)C(=O)NC(=S)Nc1ccc(S(=O)(=O)N2CCCC2)cc1	-18%	u	u	-2%	1%	0%	0%	10%
19	CC1CN(CCOCCSc2ccccc2)CC(C)O1 (stereo not given)	-7%	-4%	-18%[46 µM]	-10%	-7%	i	-6%	1%
20	CCOC(=O)c1oc2ccccc2c1NC(=O)c1ccc(Cl)s1	-13%	81%[activator]	-13%	6%	0%	-3%	97%[activator]	-1%
21	Cc1ccc(NC(=O)C(C)c2cccc(C(=O)c3ccccc3)c2)cc1O (stereo not given)	-56%[inhibitor]	-2%	u	0%	-5%	i	5%	-11%
22	CCOC(=O)C1=C(O)C(Nc2nc3ccccc3s2)(C(F)(F)F)N=C1C (stereo not given)	-12%	u	-14%	-6%	-7%	-1%	6%	17%
23	COc1ccc(C(=O)Nc2ccc(Cl)cc2C(=O)NCCN2CCOCC2)cc1	5%	u	-4%	-3%	1%	-2%	-2%	19%
24	COc1ccc(S(=O)(=O)N(C)C)cc1NC(C)C(=O)Nc1cccc(C#N)c1 (stereo not given)	8%	-11%	x	6%	-2%	-25%	1%	9%
25	COc1ccc(-n2c(C)nc3cc(C(=O)NCCN4CCOCC4)ccc32)cc1	1%	8%	9%	4%	7%	-5%	-4%	26%
26	Cc1cc(C)cc(NC(=O)C(OC(=O)c2ccc([N+](=O)[O-])o2)c2ccccc2)c1 (stereo not given)	22%	u	8%	0%	-3%	-5%	4%	15%
27	COc1ccccc1N1CCN(C(=S)NC(=O)/C=C/c2ccc(F)cc2)CC1	x	x	x	-4%	0%	i	-1%	9%
28	O=C(c1ccc(S(=O)(=O)N2CCOCC2)cc1)N1CCc2ccccc2C1	-21%	u	8%	-6%	0%	-6%	-4%	-2%
29	CCOC(=O)C1=C(CP(=O)(c2ccccc2)c2ccccc2)NC(=O)NC1c1ccc(OC)cc1 (stereo not given)	9%	9%	-1%	-6%	5%	-1%	1%	11%
30	COc1ccc(-c2ccc([C@H]3[C@H]4C=CC[C@@H](C)[C@@H]4C(=O)N3Cc3ccccc3)c(F)c2)cc1	x	x	x	-3%	0%	i	u	5%
31	Cc1cccc(C(=O)O)c1	-2%	7%	x	-3%	-2%	-13%	x	8%
32	CC(C(=O)O)C1CCC2C3CC=C4CC(O)CC[C@@]4(C)C3CC[C@]12C (stereo not given in full)	-6%	2%	u	-2%	-3%	-13%	5%	4%
33	O=C(O)CCCC(=O)NCc1ccccn1	u	3%	11%	2%	-1%	-2%	-11%	5%
34	CN1CCc2nc(NC(=O)COc3ccc4ccccc4c3)sc2C1	-72%[inhibitor]	u	x	5%	-2%	0%	u	91%[activator]
35	CC(=O)Nc1cccc(Oc2ncccc2[N+](=O)[O-])c1	x	x	x	4%	-6%	-5%	4%	2%
36	COc1ccc(CNc2ccnc(-c3ccccc3OC)n2)c(OC)c1	x	-8%	u	x	x	-4%	x	-10%
37	Fc1ccc(COc2ccc3ccccc3c2CNc2nn[nH]n2)cc1	-5%	7%	-27%[46 µM]	-2%	-1%	i	u	-2%
38	[O-]/C(=C(\C(=S)Nc1cccc2ccccc12)[n+]1ccccc1)c1ccc2c(c1)OCCO2	-6%	10µM*	21%	u	-3%	i	u	19%
39	CC[C@H]1C2=C3C(CC[C@H]4C(OCc5ccc(F)cc5C(F)(F)F)OC[C@](C)([C@@H]34)N(C(=O)OC(C)(C)C)C2)C(COC)C1COC (stereo not given in full)	-5%	0%	x	-1%	1%	0%	-4%	-4%
40	COc1ccc(C(=O)N/C(=C\c2cccc([N+](=O)[O-])c2)C(=O)Nc2cccc(C(=O)O)c2)cc1	x	13µM*	x	10%[53 µM]	-1%[53 µM]	i	-10%	10%
41	COc1cccc(C(=O)CC2c3c(c(Br)c4c(c3OC)OCO4)CCN2C)c1 (stereo not given)	14%	7.9µM*	x	4%	-1%	61%[activator]	-3%	-3%
42	CCOC(=O)C(C)N1C(=O)S/C(=C/c2cc(C)n(-c3ccncc3)c2C)C1=O (stereo not given)	-20%	u	13%[46 µM]	-7%	-1%	-3%	0%	22%
43	CN(Cc1ccc(F)cc1)Cc1nc(-c2cnccn2)no1	x	6%	x	0%	-2%	-3%	0%	6%
44	CN(C)CCNC(=O)C(=O)c1c(-c2ccccc2)cc2ccccn12	9%	-6%	x	-1%	0%	-2%	17%	16%
45	c1ccc(Cn2nnnc2C(c2cccs2)N2CCc3ccccc3C2)cc1 (stereo not given)	-3%	u	-4%	0%	0%	-3%	-2%	4%
46	COC(=O)c1ccc(S(=O)(=O)N2C3CCC2CC(NC(=O)NC2CCCCC2)C3)cc1 (stereo not given)	-20%	7%	6%	1%	-4%	-2%	5%	2%
47	CCCCOC(=O)Nc1nnc(SCCOc2ccc(C)cc2)s1	7%	19%	-13%	-14%	-2%	-11%	10%	12%
48	COC(=O)c1ccc(C(NC(=O)OCc2ccccc2)/C(F)=C/[C@@H](C)C(=O)NCCc2c[nH]c3ccc(OC)cc23)cc1 (stereo not given in full)	-8%	u	x	3%	-5%	-7%	-5%	-2%
49	Clc1ccc2nc(N3CCCCC3)sc2c1	11µM*	8%	-2%	7%	-5%	-10%	-2%	1%
50	N#Cc1ccccc1NC(=O)CSc1nnc(-c2ccccc2)n1-c1ccccc1	-20%	2%	-2%	-2%	-2%	i	0%	-5%
51	O=C(Nc1ccc(N2CCOCC2)cc1)c1cccc(S(=O)(=O)N2CCC(Cc3ccccc3)CC2)c1	-37%[inhibitor]	3%	14%	-3%	-4%	-5%	3%	6%
52	CCCCCOC(=O)CSc1n[nH]c(=O)[nH]c1=O	u	11%	12%	0%	-1%	-1%	-5%	-15%

Excerpt, entries 1–6
No.	structure	SMN2 splice up	ALDH1A1 inh	Lamin A splicing	TRb SRC2 PPI	TR SRC2 fluor cs	RECQ1 helicase	JMJD2E inh	GoLoco inh red
1	O=C1C2CSCN2C(=O)CN1CCCN1CCN(C(c2ccccc2)c2ccccc2)CC1 (stereo not given)	8%	-10%	8%	5%	-5%	-13%	1%	7%
2	Cc1ccc(C(=O)/C=C/c2ccccc2)o1	-22%	-9%	u	6%	0%	-18%	-6%	1%
3	Cc1ccc(Cl)cc1N=C(N)N=C(N)N	-26%	17%	-7%[46 µM]	-10%	-2%	i	4%	0%
4	Cn1nnnc1SCc1nnc(-c2ccc(F)cc2)o1	u	4%	1%	-5%	0%	i	-1%	17%
5	CC1(C)Cc2c(c(N3CCOCC3)nc3sc(C(=O)N4CCCCC4)c(N)c23)CO1	5%	u	-9%	5%	-2%	8%	-3%	-19%
6	CNc1nc(-c2ccc(Cl)cc2)cs1	20%	-1%	u	-9%	-3%	i	2%	-19%
